INS promoter inh: TRM-6 insulin promoter activity inhibition; AID 1273; inhibition, % at 2 µM; 130,000 compounds, 0.9% hits; TRM-6 cells (human fetal islet line), insulin promoter-eGFP reporter, imaging; reporter expression induced with tamoxifen;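 active = inhibition above the mean plus 3 SD, with well images judged a real hit on visual review, cut at about 60% in these data, passing the limit was not always enough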
SDO1 yeast rescue: sdo1-depleted yeast growth rescue. z-score at 10 µM. 140,000 compounds, 0.21% hits. AID 817. S. cerevisiae sdo1-depleted JHY4D growth rescue, OD600 30 h; active compounds read high; pdr5 snq2 efflux-pump mutant strain;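 active = z-score above 3 at both the 24 hr and the 30 hr optical density reads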;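 also: z-score against mean and SD of all compound wells on the same plate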
SDO1 yeast rescue Rescue 24 h: second read-out of SDO1 yeast rescue, no call of its own (marks repeat the call); z-score; S. cerevisiae sdo1-depleted JHY4D growth rescue, OD600; measured here: growth rescue at 24 h;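 0 is the plate mean of compound wells and units are plate SD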
* marks the source's active call; other numbers are inactive results; · = not tested or not shown.

mol	SDO1 yeast rescue	INS promoter inh	SDO1 yeast rescue Rescue 24 h
Cc1ccnc(NC(=O)COc2c(C)cc(C)cc2[N+](=O)[O-])c1	-0.36	23	-0.43
Cc1ccc(C(=O)N2CC(C)OC(C)C2)c(Cl)c1 (stereo unspecified)	0.28	25	-0.24
O=S(=O)(c1ccc(F)c(F)c1F)N1CCN(C(=S)NC2CC3CCC2C3)CC1 (stereo unspecified)	·	-7	·
CC(=O)Nc1ccc(-n2c(C)c(C(C)=O)c(C(C)=O)c2C)cc1	-0.2	11	-0.33
CC#CCC(CC#CC)c1nc2ccccc2c(=O)n1N	0.69	25	0.5
COc1ccc(OC)c(C2CC(=O)N3CN(c4ccccc4F)CSC3=C2C#N)c1 (stereo unspecified)	0.75	·	0.67
O=C(Nc1ccccc1F)C1CCCN(S(=O)(=O)c2cccc3cccnc23)C1 (stereo unspecified)	-0.43	·	-0.91
O=C(CSC(=S)N1CCCCC1)N1N=CCC1c1ccccc1 (stereo unspecified)	-0.9	-14	-1.1
Cc1cc(S(=O)(=O)N2CCOCC2)ccc1F	-0.48	9	-0.2
CC(C)COC(=O)N1CCCC1C(=O)O (stereo unspecified)	0.47	56	0.73
O=C(O)C1CC=C(Cl)CC1C(=O)NCC1OCCc2ccccc21 (stereo unspecified)	1	-55	0.44
CCCNC(=O)Cn1cnc2sc(C(=O)Nc3ccc4c(c3)OCO4)c(C)c2c1=O	0.26	-9	0.77
COCCn1c(Sc2ccccc2)nc2c1c(=O)[nH]c(=O)n2C	0.17	·	0.09
CN(CCCCCC(=O)/C=N/O)Cc1ccccc1	1.4	·	1.6
c1ccc(CSc2nnc(-c3ccco3)n2Cc2ccco2)cc1	-0.46	23	1
COCCSc1nnc(NC(=O)COC)s1	0.55	·	-0.65

No new results follow: entries from further up.
mol	SDO1 yeast rescue	INS promoter inh	SDO1 yeast rescue Rescue 24 h
Cc1ccnc(NC(=O)COc2c(C)cc(C)cc2[N+](=O)[O-])c1	-0.36	23	-0.43
Cc1ccc(C(=O)N2CC(C)OC(C)C2)c(Cl)c1 (stereo unspecified)	0.28	25	-0.24

More compounds
mol	SDO1 yeast rescue	INS promoter inh	SDO1 yeast rescue Rescue 24 h
Cc1ccc2[nH]c(=O)c(CN(CCO)C(=O)N(C)C)cc2c1	·	-38	·
O=C(CN1CCN(Cc2ccc(Cl)cc2)CC1)N/N=C/c1c[nH]c2ccccc12	1.6	-12	0.86
Oc1c(N=NC(=S)Nc2ccccc2F)c2ccccc2n1Cc1ccc(F)cc1	·	7	·
CC(=O)Nc1ccc2oc(-c3ccccc3)nc2c1	·	7	·
Cc1cc(C)cc(NC(=S)N2CCC(c3nc4ccccc4s3)CC2)c1	-0.69	7	-0.65
CCOC(=O)COc1ccc(/C=C2/SC(=Nc3ccccc3)N(Cc3cccnc3)C2=O)cc1OC	-1.1	13	-0.59
COc1ccccc1-n1c(SCc2cc(=O)oc3cc(O)ccc23)nc2ccccc2c1=O	-0.23	23	0.07
Brc1ccccc1-c1nnc(CSc2nnc3sc4ccccc4n23)o1	-1.2	7	-0.89

Part of the list above in order of molar mass, largest number first:
mol	SDO1 yeast rescue	INS promoter inh	SDO1 yeast rescue Rescue 24 h
O=S(=O)(c1ccc(F)c(F)c1F)N1CCN(C(=S)NC2CC3CCC2C3)CC1 (stereo unspecified)	·	-7	·
O=C(CSC(=S)N1CCCCC1)N1N=CCC1c1ccccc1 (stereo unspecified)	-0.9	-14	-1.1
COCCn1c(Sc2ccccc2)nc2c1c(=O)[nH]c(=O)n2C	0.17	·	0.09
Cc1ccc2[nH]c(=O)c(CN(CCO)C(=O)N(C)C)cc2c1	·	-38	·
COCCSc1nnc(NC(=O)COC)s1	0.55	·	-0.65

(next part)
mol	SDO1 yeast rescue	INS promoter inh	SDO1 yeast rescue Rescue 24 h
O=C(O)CNC(=O)CCN1C(=O)c2ccccc2C1=O	0.45	-4	1.9
CCOC(=O)c1cc(C)sc1NC(=O)C(c1ccccc1)c1ccccc1	-0.18	-50	-0.49
C[C@@H]1C[C@H]2[C@@H]3CCC4=CC(=O)C=C[C@]4(C)[C@@]3(F)[C@@H](O)C[C@]2(C)[C@@]1(O)C(=O)COP(=O)(O)O	1.7	9	1.7
CCOc1ccc(NC(=O)CN2CCN(CC(=O)Nc3ccc(Cl)c(C(F)(F)F)c3)CC2)cc1	-1.7	·	-1.2
CCC(=NCCc1c(C)[nH]c2ccc(OC(F)(F)F)cc12)C1=C(O)CC(c2ccccc2)CC1=O (stereo unspecified)	·	-100	·
Cc1cccc(C)c1NC(=O)COC(=O)c1cccc2c1C(=O)c1ccccc1C2=O	-0.77	·	-0.49
CN(C)S(=O)(=O)c1ccc(C(=O)Nc2ccc(Cl)cc2)cc1	-0.08	·	0.29
Cc1nc(CS(=O)(=O)c2ccccc2)cc(N2CCN(c3ccccc3F)CC2)n1	·	-91	·
COC(/C=C/Nc1ccc(OC)cc1)=C(C#N)C#N	-0.19	19	-0.93
COc1ccc(CC(=O)NNC(=O)CSc2nnc(Cc3ccc(OC)cc3)n2-c2ccccc2)cc1	0.67	71*	-0.62
Cc1cccc(OCc2nnc(SCC(=O)Nc3cccc(C(=O)N4CCOCC4)c3)n2C)c1	0.19	·	-0.18
Cc1nc(NC2CCCC2)sc1C(=O)N(C)C	0.19	30	-0.59
COc1ccccc1NC(=S)NC(=O)C(C)(C)C	-0.78	·	-1.8
N#CC1=C(N)C(C#N)(C#N)[C@H](c2cccnc2)[C@H]2CN(C(=O)OCc3ccccc3)CC=C12	-0.25	0	-0.83
CCS(=O)(=O)Nc1cccc(-c2cc(-c3ccccc3)c3cc(C)ccc3n2)c1	-0.96	·	-0.88
CC1(C)CC(=O)C(C=Nc2ccc3cn[nH]c3c2)=C(O)C1	1.2	14	1.1
O=C(OCC(CO)OC(CO)n1ccc(=O)[nH]c1=O)c1ccccc1 (stereo unspecified)	7.7*	-79	3*
Cc1cc(C2=NNC(=NC3CC3)SC2)c(C)n1-c1c(C)n(C)n(-c2ccccc2)c1=O	0.57	0	-0.49
COc1ccc(NC(=O)CN(c2ccc(C(C)C)cc2)S(=O)(=O)c2c(C)noc2C)cc1OC	-0.62	·	0.7
O=C(/C=C/c1ccccc1)NCCN1CCOCC1	-0.09	-59	-0.09
O=C(Nc1ccc(Br)cc1F)C1CCCN(S(=O)(=O)c2cnc[nH]2)C1 (stereo unspecified)	-0.05	·	1.4
COc1ccc(C(=O)NCCCn2ccnc2)cc1	0.49	21	0.49
Cc1cc(NC(=O)CSc2nnc(-c3ccccc3)o2)no1	·	20	·
O=C(CSc1ncccn1)N1CCCc2ccccc21	·	-33	·
CCN(CC)C(=O)c1sc(NC(=O)c2ccc(OC)c([N+](=O)[O-])c2)c(C#N)c1C	-0.7	-18	-0.43
CCCCOc1ccc(-c2nc(/C=N/c3nccs3)c(O)o2)cc1	0.34	-9	1.1
CCOC(=O)c1[nH]c2ccccc2c1NC(=O)c1cc(OC)c(OC)c(OC)c1	·	-15	·
Cc1nc(NCCN2CCOCC2)c2nnn(Cc3c(F)cccc3Cl)c2n1	0.51	21	-0.13
CCOC(=O)c1cn(CC)c2cc(N3CCCCC3)c(F)cc2c1=O	·	22	·
C=CCN1C(=O)CS/C1=C(\C#N)S(=O)(=O)c1ccc(C)cc1	-1.8	-67	-1.5
O/N=C1\CCc2cc(Cl)ccc21	1.5	·	1.1
CCOc1ccc(-c2nc(CSCC(=O)NCCN3CCOCC3)c(C)o2)cc1	2.4	9	3.7
CSc1cccc(-n2cc(-c3ccc4c(c3)OCO4)[nH]c2=O)c1	1.1	·	1.8
CCOC(=O)c1ccc(NC(=O)NCCc2ccccc2OC)cc1	·	-33	·
O=C(Nc1ccc2c(c1)OCO2)C1CCN(S(=O)(=O)Cc2ccccc2)CC1	0.71	·	0.79
CC(C)(CNCC(O)c1ccccc1)N1CCOCC1 (stereo unspecified)	0.68	3	0.53
CCNC(=S)N/N=C/c1sccc1C	·	25	·
Cc1cc(C)nc(SCC2COc3ccccc3O2)n1 (stereo unspecified)	-1.4	28	-2
CC(NC(=O)C1CCCN(S(=O)(=O)c2cccs2)C1)c1ccccc1 (stereo unspecified)	0.36	·	0.12
Cc1ccc(NC(=O)/C(=C/c2ccncc2)NC(=O)c2ccccc2)cc1	2.1	22	1.7
CCc1nc(C)cn1S(=O)(=O)c1cc(Br)c(C)cc1OC	-0.44	-6	-0.45
COCCN(C(=O)Nc1ccccc1)C(C)c1cccnc1 (stereo unspecified)	0.68	·	0.82
Cc1cc(NC(=O)CSc2ccc3nnc(CCNS(=O)(=O)c4ccccc4)n3n2)no1	·	-92	·
Cc1cc(C)nc(N2CCC(C(=O)Nc3nnc(C)s3)CC2)n1	1.2	·	0.83
O=C(C1CCCN1S(=O)(=O)c1ccc(Br)cc1)N1CCOCC1 (stereo unspecified)	·	24	·
N#CCCN1CCN(S(=O)(=O)c2ccc(S(=O)(=O)N3CCCCCC3)cc2)CC1	-0.46	-60	-0.73
COC(=O)C1=CNC=C(C(=O)OC)C1c1ccc(C(=O)OC)cc1	1.1	26	0.93
Cc1ccccc1NC(=O)C1C2C=CC(C3CC23)C1C(=O)O (stereo unspecified)	·	29	·
Cc1cc(C=C2C(=O)CCCC2=O)c(C)n1-c1ccccc1	0.72	·	0.38
COc1cc(OC)c(NC(C)C(=O)NCc2ccccc2)cc1Cl (stereo unspecified)	·	9	·
NS(=O)(=O)c1ccc(CCNC(=O)COC(=O)/C=C/c2ccc(Cl)cc2)cc1	·	-23	·
COC(=O)c1cc(CSc2nnc(-c3ccccc3)c(-c3ccccc3)n2)oc1C	0.39	·	0.96
COc1ccccc1-c1nnc(SCC(=O)N2CCOCC2)o1	0.89	-35	0.64
CCCS(=O)(=O)N1CCN(Cc2ccncc2)CC1	0.1	33	-0.47
CSc1nnc(SCC2=NNC(=O)SC2)s1	0.16	8	0.5
O=C(COC(=O)c1ccccc1S(=O)(=O)N1CCCCC1)NCC(F)(F)F	-0.74	45	-0.86

Following part
mol	SDO1 yeast rescue	INS promoter inh	SDO1 yeast rescue Rescue 24 h
Cc1ccc(Cl)cc1N1CCN(CC(=O)NC2CCCc3ccccc32)CC1 (stereo unspecified)	-1.5	-21	-0.55
CC(=O)SCCC(=O)N1C(C)CCCC1C(=O)O (stereo unspecified)	0.54	·	0.08
CC1(C)CC(=O)C=C(N2CCOCC2)C1	·	29	·
COc1ccc(CN2CCC(CNC(=O)NC3CCCCC3)CC2)cc1	0.66	·	0.21
O=C(C[n+]1ccc(C(=O)c2ccccc2)cc1)Nc1ccc(C(F)(F)F)cc1	·	-43	·
CC(=O)c1sc(NC(=O)c2ccc(F)c(F)c2)nc1C	-0.58	13	-0.06
O=C(C[N+]1(CC#Cc2ccccc2)CCOCC1)c1ccccc1	·	0	·
O=C(NCC1CCCO1)c1onc(CSc2cccc3ccccc23)c1C(=O)O (stereo unspecified)	0.73	-22	0.42
N=c1n(CCN2CCOCC2)c2ccccc2n1CC(O)COc1ccccc1 (stereo unspecified)	-0.48	·	-0.57
COc1ccc(CNC(=O)COc2ccc(C(=O)c3ccc(F)cc3)cc2)cc1	-1.5	-10	-2.1
Cc1cc2cc(CNC(=O)Nc3ccccc3)ccc2[nH]1	·	0	·
CC(=O)Nc1ccc(N2C(=O)CCC2=O)cc1C	1.1	43	0.8
Cc1ccc(/C=N/NC(=O)CSc2nc3ccccc3n2Cc2ccc(Cl)cc2)o1	-0.96	-38	-0.31
COc1ccc(CN(C(=O)Cc2c[nH]c3ccccc23)C(C(=O)NC2CCCCC2)c2ccc(C)o2)cc1 (stereo unspecified)	0.06	-50	0.75
COc1ccc(CCN(CC(=O)NC2CCCC2)C(=O)CCC(=O)Nc2cc(C)on2)cc1OC	0.88	22	0.27
Cc1ccc(CCNC(=O)C2CCCN(c3nc4ccccc4o3)C2)cc1 (stereo unspecified)	-0.64	·	-0.55
C=CC(C)n1c(Br)nc2c1c(=O)[nH]c(=O)n2C (stereo unspecified)	-0.04	62	-0.66
CCN1C(=O)/C(=C\N2CCCc3ccccc32)SC1=S	0.06	7	1.7
O=S(=O)(NC1=NCCC1)c1cccs1	-0.25	25	-0.16
O=C(COC(=O)Cc1cccs1)Nc1ccc(F)c(F)c1F	0.21	7	-0.63
Clc1ccc(N=c2ssnc2Cl)cc1	-1.9	62	-1.1
COc1cccc(C(=O)c2c[nH]c(C(=O)NCCCN(C)C)c2)c1	·	-14	·
CC(=O)OCc1c(C(F)(F)F)nn(C)c1SCc1ccc(Cl)cc1	0.35	-24	1.1
COc1cc2cc(/C=C/C(=O)c3ccco3)c(Cl)nc2cc1OC	1.6	21	2.6
Cc1ccc(NC(=O)CSc2nnc(CSc3nc(C)cc(C)n3)n2Cc2ccco2)c(C)c1	-1.7	4	-1.4
COC(=O)c1sccc1NC(=O)C1C2C=CC(C2)C1C(=O)O (stereo unspecified)	0.93	29	0.75
CC(=O)NC1C(=O)N=C(SCC(=O)Nc2cccc(Cl)c2)NC1=O (stereo unspecified)	·	45	·
CN1C(=O)C(O)(CC(=O)c2ccccn2)c2cc(Br)ccc21 (stereo unspecified)	-0.32	19	-0.58
O=[N+]([O-])c1c(NCCO)cc(N2CCCCC2)c2nonc12	·	-29	·
Cc1cccc(N(C)C(=S)Oc2ccc3ccccc3c2)c1	-0.74	5	-0.49
CCCNC(=O)NC(=O)CSc1nnc(C)n1N	-0.76	3	-0.6

Screens from PubChem BioAssay.

These rows are one share of the data; rates above refer to the full screens.
